Screening results: PubChem BioAssay, Sanford-Burnham Center for Chemical Genomics
Mdm2 MdmX PPI = inhibitors of human Mdm2-MdmX association, primary screen, cell-based, luminescence, split luciferase, SaOS-2, uHTS; 330,000 tested, 3% active; inhibition, % at 8 µM; SaOS-2 split-luciferase Mdm2/MdmX complementation;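 active = inhibition of at least 50% at 8 µM in the primary screen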
Target sequence (O15151 whole entry, looked up): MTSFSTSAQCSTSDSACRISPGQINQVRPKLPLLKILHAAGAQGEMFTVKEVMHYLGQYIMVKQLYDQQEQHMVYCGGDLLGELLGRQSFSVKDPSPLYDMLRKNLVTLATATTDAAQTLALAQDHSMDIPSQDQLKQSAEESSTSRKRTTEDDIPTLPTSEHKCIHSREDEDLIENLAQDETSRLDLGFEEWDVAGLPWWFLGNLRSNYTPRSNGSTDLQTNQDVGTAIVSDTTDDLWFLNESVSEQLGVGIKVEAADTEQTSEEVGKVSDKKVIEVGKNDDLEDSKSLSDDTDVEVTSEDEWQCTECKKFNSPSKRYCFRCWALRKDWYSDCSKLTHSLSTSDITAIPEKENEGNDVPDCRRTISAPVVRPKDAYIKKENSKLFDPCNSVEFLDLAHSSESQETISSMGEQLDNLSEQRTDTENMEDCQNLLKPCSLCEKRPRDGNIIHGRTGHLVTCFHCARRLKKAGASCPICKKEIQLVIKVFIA
Target sequence (Q00987 whole entry, looked up): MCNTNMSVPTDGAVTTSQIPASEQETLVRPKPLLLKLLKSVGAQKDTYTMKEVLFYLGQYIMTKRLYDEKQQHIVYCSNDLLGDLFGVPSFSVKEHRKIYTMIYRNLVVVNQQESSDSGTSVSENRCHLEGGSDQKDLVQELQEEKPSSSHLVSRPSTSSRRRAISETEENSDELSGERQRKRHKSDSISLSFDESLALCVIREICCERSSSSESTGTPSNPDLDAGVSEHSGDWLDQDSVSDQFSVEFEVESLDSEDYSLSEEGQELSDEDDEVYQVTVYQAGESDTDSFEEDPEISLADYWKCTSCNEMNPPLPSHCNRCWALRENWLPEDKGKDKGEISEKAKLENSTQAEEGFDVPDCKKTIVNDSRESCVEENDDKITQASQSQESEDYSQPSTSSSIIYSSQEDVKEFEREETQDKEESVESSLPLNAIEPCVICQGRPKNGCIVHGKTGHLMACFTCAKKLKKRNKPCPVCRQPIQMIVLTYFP
CXCR6 inh = CXCR6 receptor inhibitors, primary screen, cell-based, beta-arrestin, luminescence, CHO-K1 PathHunter, 1536-well. C-X-C chemokine receptor type 6 (Homo sapiens), O00574. AID 602244, 2012. 360,000 tested, 0.36% active. inhibition, % at 20 µM; in the data active = inhibition above about 34%, passing the limit was not always enough;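 note: antagonist mode with CXCL16 agonist at 10 nM final; 0% = 10 nM CXCL16 with DMSO and 100% = unstimulated wells without agonist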
UPR XBP1 act = activators of adaptive XBP1 UPR arm, primary screen, cell-based, CHO-XBP1 luciferase reporter, luminescence, uHTS. IRE1-XBP1 UPR activation; percent of tunicamycin response, DMSO as zero. AID 463104, 2010. 330,000 tested, 0.33% active. activation, % at 20 µM;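 active = versus positive control, 20 µM dose yields 30% or more activation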;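 note: 100% = tunicamycin at 10 µg/mL and 0% = DMSO only wells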
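incubation = overnight seeding at 37 °C, 6 h compound treatment at 37 °C | assay system = CHO-XBP1 cells stably carrying IRE1-XBP1-driven luciferase reporter | input = 1000 cells per well | detection = luciferase luminescence | dosing = single point, 20 µM final compound, 1% DMSO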
697 NFkB inh = inhibitors of PMA/ionomycin-induced NF-kB reporter, 697 cells, primary screen, B-cell NF-kB inhibitor project, cell-based, luminescence, uHTS. 697 B-cell NF-kB luciferase reporter, 16 h. inhibition, % at 4 µM. 330,000 tested, 0.33% active. AID 435022, 2010; in the data active = inhibition above about 35%
CCR6 antag = CCR6 receptor antagonists, primary screen, cell-based, CHO-K1, luminescence, beta-arrestin, uHTS; C-C chemokine receptor type 6 (Homo sapiens), P51684; CHO-K1 CCR6 PathHunter beta-arrestin, CCL20-stimulated; inhibition, % at 20 µM; 340,000 tested, 0.49% active;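 active = compounds whose inhibition of the agonist-driven luminescence signal at 20 µM reaches about 50%, limit read from the data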;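 note: cells stimulated with CCL20 at 14 nM final; plate controls were DMSO with CCL20 for no effect and DMSO without agonist for full effect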
Jurkat NFkB inh = inhibitors of induced NF-kB luciferase reporter, primary screen, TCR NF-kB activation inhibitor project, cell-based, luminescence, uHTS; AID 435003, 2010; inhibition, % at 4 µM; Jurkat, PMA/ionomycin-induced NF-kB luciferase reporter; 330,000 tested, 0.53% active; in the data active = inhibition above about 50%
Gli-Sufu antag = Gli-Sufu pathway antagonists, primary screen, luciferase luminescence, Sufu-KO-LIGHT cells, uHTS. Sufu-KO-LIGHT fibroblasts, Gli luciferase reporter luminescence. AID 588413, 2011. inhibition, % at 5 µM. 340,000 tested, 0.74% active;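 active = inhibition above about 55%, limit read from the data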;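 note: 0% = DMSO-treated cells and 100% = wells with medium but no cells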
EBI2 block = EBI2 receptor antagonists, beta-arrestin recruitment, primary screen, cell-based, luminescence, 7a,25-OHC stimulation, uHTS | AID 651636, 2012 | inhibition, % at 5 µM | G-protein coupled receptor 183 (Homo sapiens), P32249 | 7a,25-OHC stimulated | 360,000 tested, 0.81% active; in the data active = inhibition above about 38%;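 note: enzyme fragment complementation signal reports receptor beta-arrestin coupling in cells; 0% = agonist plus DMSO wells and 100% = wells without agonist; some results beyond the cut were filed as inactive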
UPR CHOP act = activators of apoptotic CHOP UPR arm, primary screen, cell-based, CHO-CHOP luciferase reporter, luminescence, uHTS. UPR activation; percent of tunicamycin response over DMSO baseline. activation, % at 10 µM. 330,000 tested, 0.34% active. AID 449763, 2010;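 active = at 10 µM dose, activation of 40% or more, normalized to positive control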;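 note: 100% = tunicamycin at 10 µg/mL and 0% = DMSO alone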
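System: CHO CHOP reporter cells. Amount: 500 cells per well. Buffer or medium: F12 medium, 10% FBS. Compound dosing: one dose, 10 µM in 0.5% DMSO. Incubation: 6 h compound exposure at 37 °C after overnight seeding. Technique: Steady-Glo luciferase luminescence. Benchmarks: tunicamycin and DMSO controls.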
The depositor's hits bear a star; nt = no result given.

SMILES | Mdm2 MdmX PPI | CXCR6 inh | UPR XBP1 act | 697 NFkB inh | CCR6 antag | Jurkat NFkB inh | Gli-Sufu antag | EBI2 block | UPR CHOP act
COc1ccccc1C(=O)NCCC(=O)NCc1cccnc1 | -14 | -7 | 0 | 16 | 5 | 13 | -3 | 0 | -0.2
CCS(=O)(=O)c1nc(S(=O)(=O)c2ccc(Cl)cc2)c(N2CCC3(CC2)OCCO3)s1 | 16 | -3 | -4 | -13 | 20 | 15 | 10 | 1 | -2.3
Cc1ccc(NC(=O)CSc2n[nH]c(-c3cccnc3)n2)cc1Cl | 30 | 0 | 2 | 10 | 4 | 4 | 11 | 2 | -0.2
CCc1ccc2c(c1)C1(SC(NC(C)=O)=NN1C(C)=O)C(=O)N2CC (stereo not drawn) | 2 | 3 | 1 | 23 | 11 | -1 | -2 | -7 | 1.1
Cc1ccc(C(=O)NC2CCS(=O)(=O)C2)cc1S(=O)(=O)N1CCCCC1 (stereo not drawn) | 2 | 6 | -5 | 17 | -6 | -15 | -1 | 4 | -1.7
CCOC(=O)c1ccccc1NC(=O)C1CC(=O)N(c2ccccc2)C1 (stereo not drawn) | 12 | 3 | -5 | 10 | 6 | 11 | -6 | -5 | 0.2
CC(Sc1nnc(C2CC2)n1C1CC1)C(=O)Nc1cccc(S(=O)(=O)N(C)C)c1 (stereo not drawn) | 19 | 0 | -2 | 0 | 0 | 4 | 29 | -3 | 2.0
CCc1ccc(-n2cc(-c3ccc([N+](=O)[O-])cc3)[nH]c2=S)cc1 | -210 | 8 | 0 | -146 | -2 | -133 | -25 | 14 | 3.3
O=C(Nc1ccc(Cl)cc1)N1CCc2[nH]c3ccccc3c2C1 | 3 | -4 | -5 | 11 | 7 | -1 | -5 | 28 | 0.1
CC(C)C(c1nnnn1Cc1ccc(F)cc1)N1CCSCC1 (stereo not drawn) | 19 | -1 | 1 | 13 | -10 | 5 | 1 | 13 | -0.2
Cc1ccc(C(C)C)c(OCCNCCc2ccccc2)c1 | 51* | -3 | 0 | -63 | 1 | -5 | 25 | 1 | 1.2
CCCCCCCNC(=O)C1(CC2CC(c3cccc(Br)c3)=NO2)CCN(C(=O)C2(C)CC2)CC1 (stereo not drawn) | 18 | 14 | 1 | 24 | -2 | 9 | 15 | -1 | -0.3
CC1CCN(S(=O)(=O)c2cccc(C(=O)N(C)C3CCS(=O)(=O)C3)c2)CC1 (stereo not drawn) | 15 | -6 | -1 | 2 | 9 | -4 | 0 | -2 | -0.8
CCn1nnnc1-c1ccc(OC)c(S(=O)(=O)Nc2ccc(C)c(C)c2)c1 | 22 | 8 | -1 | 10 | 1 | 8 | -3 | -1 | 3.7
CC(=O)Nc1ccc(NC(=O)C(C)O/N=C/c2cccc([N+](=O)[O-])c2)cc1 (stereo not drawn) | -13 | 0 | 0 | 14 | -14 | 3 | -10 | -11 | 0.9
Cc1noc(C(=O)Nc2cc(Cl)ccc2O)c1Cl | 5 | -13 | 10 | -15 | 13 | -26 | -7 | -6 | 1.7
Fc1cccc(Cl)c1Cc1noc(/C=C/c2ccccc2)n1 | -15 | -2 | 4 | -16 | 18 | 6 | -35 | 13 | 1.7
Cc1oc(C(C)(C)C)cc1C(=O)NCC(=O)NCC(=O)O | 12 | -3 | -1 | 15 | 6 | 0 | -2 | -9 | -1.7
Cc1cc(C(=O)OCC(=O)NCc2ccccc2Cl)c(C)o1 | -11 | 5 | 3 | 18 | -2 | -2 | -5 | 3 | -0.6
COC(=O)c1ccc(NC(=O)CSc2nncn2-c2ccccn2)cc1 | 5 | -2 | 3 | 6 | 8 | 8 | -12 | -4 | 2.7

The final three entries of the part before come first, to join the parts:
SMILES | Mdm2 MdmX PPI | CXCR6 inh | UPR XBP1 act | 697 NFkB inh | CCR6 antag | Jurkat NFkB inh | Gli-Sufu antag | EBI2 block | UPR CHOP act
Cc1oc(C(C)(C)C)cc1C(=O)NCC(=O)NCC(=O)O | 12 | -3 | -1 | 15 | 6 | 0 | -2 | -9 | -1.7
Cc1cc(C(=O)OCC(=O)NCc2ccccc2Cl)c(C)o1 | -11 | 5 | 3 | 18 | -2 | -2 | -5 | 3 | -0.6
COC(=O)c1ccc(NC(=O)CSc2nncn2-c2ccccn2)cc1 | 5 | -2 | 3 | 6 | 8 | 8 | -12 | -4 | 2.7
O=C(Nc1ccccc1)Nc1ccc2c(c1)CCC2 | -162 | -22 | 1 | -118 | -4 | -142 | -84 | 2 | 4.1
CCN1CCN(Cc2nc3c(c(=O)[nH]c(=O)n3C)n2Cc2ccccc2Cl)CC1 | -14 | -5 | -1 | 17 | 1 | 1 | 9 | -2 | -0.8
COc1cc(/C=C(/C#N)c2nc3ccccc3c(=O)[nH]2)ccc1O | -1 | 8 | 3 | 24 | 25 | 21 | -14 | -2 | 6.4
COc1ccc(N2CCN(C(=O)CSc3nnnn3-c3ccc4c(c3)OCCO4)CC2)cc1 | 8 | -8 | -4 | -17 | -9 | 4 | 14 | -7 | -1.4
Cc1nnc(N(C)C(=O)c2ccc3c(c2)OCO3)s1 | -48 | -8 | -4 | -22 | 1 | -19 | -10 | 4 | 0.6
CCCCN(C(=O)c1ccc(N2CCCC2=O)cc1)c1c(N)n(Cc2ccccc2)c(=O)[nH]c1=O | 1 | 2 | -1 | 23 | -1 | 28 | -9 | -2 | -0.9
CC(C)(C)c1cc(C(=O)N/N=C/c2ccncc2)n[nH]1 | 6 | -3 | -1 | 6 | 1 | 13 | -2 | 0 | 2.2
CCCCOC(=O)c1nc[nH]c1C(=O)OCCCC | -17 | -2 | 5 | -21 | 9 | -14 | -4 | 20 | 1.7
O=C(NCC1(c2ccccc2)CCCC1)c1ccc(Br)cc1 | 15 | -7 | -1 | 6 | 7 | 6 | -1 | 0 | 1.4
NC(=O)c1ccc(N2CCCC2)nc1 | nt | 1 | nt | nt | -6 | nt | 1 | -4 | nt
O=C(O)C[C@H]1c2ccccc2S(=O)(=O)N1c1ccccc1 | -14 | 13 | -1 | 6 | 9 | 12 | 25 | -7 | -1.8
O=C(c1ccco1)N1CCN(S(=O)(=O)c2c(Cl)cccc2Cl)CC1 | -1 | 1 | -6 | -4 | 8 | 4 | 6 | -1 | 0.6
CCOC(=O)N1CCC(NC(=O)CN2C(=O)CSc3nc(C)cc(C)c32)CC1 | -32 | -1 | -1 | -26 | nt | -4 | nt | 0 | -0.5
CC(C)CCOc1ccc(C(=O)NNC(=O)CNC(=O)c2ccccc2F)cc1 | -4 | 2 | -1 | 5 | -1 | -7 | -6 | -10 | -0.6
CCOc1ncccc1C(=O)OCC(=O)c1ccccc1Br | -3 | -5 | 5 | -24 | 18 | 0 | 3 | 4 | 1.7
CN(C(=O)c1ccc2c(=O)n3c(nc2c1)CCCCC3)c1ccccc1F | 14 | 2 | -7 | -28 | 17 | -12 | 9 | 10 | 5.7
CSc1nsc(SC)c1C(=O)NCCNS(=O)(=O)c1ccc(C)cc1 | -15 | 1 | -1 | 12 | 3 | -7 | 2 | 0 | -0.3
Cc1ccc(C)c(OCCC(=O)NCCc2ccc(S(N)(=O)=O)cc2)c1 | 16 | -7 | -3 | -21 | 13 | -14 | -1 | -2 | -0.5
Cc1ccc(C(=O)CCC(=O)N2CCC(C(N)=O)CC2)s1 | 4 | -8 | -1 | 10 | 3 | -3 | -6 | 5 | -1.3
CCOC(=O)[C@@H]1[C@H]2COc3ccccc3[C@@H]2N2C(=O)N(c3ccccc3)C(=O)[C@@]12C | -21 | 2 | 0 | 1 | 10 | 15 | 2 | -1 | -0.3
CCOC(=O)c1ccc(N2Cc3ccccc3C2=NC(=O)c2cccs2)cc1 | nt | -6 | nt | nt | 29 | nt | -36 | 4 | nt
CC(Sc1nc(N2CCOCC2)nc(N2CCOCC2)n1)C(=O)Nc1ccccc1 (stereo not drawn) | 2 | 10 | 0 | -10 | -5 | 11 | 3 | 0 | -1.8
CC12COC3(C(N)=O)CC1CCC32C (stereo not drawn) | -17 | 0 | -1 | -4 | 7 | 1 | 1 | -22 | -0.5
CCN(CC)c1ccc(Nc2cc3n(c(=O)n2)CCc2cc(OC)c(OC)cc2-3)cc1 | 41 | -8 | 1 | -23 | 9 | 6 | -4 | 0 | -2.0
O=C(COC(=O)Cc1ccc([N+](=O)[O-])cc1)NCc1ccc2c(c1)OCO2 | -6 | 8 | -1 | 1 | 5 | 3 | 4 | -4 | 0.1
Cc1ccccc1N(C)S(=O)(=O)c1ccc2[nH]cc(C(=O)NCC3CCCO3)c(=O)c2c1 (stereo not drawn) | 8 | 1 | 0 | -9 | -5 | 2 | 6 | -2 | -1.5
Cc1ccc(C(=O)NCC(=O)N2CCCCCC2)cc1 | 8 | 8 | 3 | -24 | 0 | -58 | -1 | 1 | 2.9
O=C(CC1CCC1)Nc1cccc2c([N+](=O)[O-])cccc12 | 22 | -5 | -4 | -4 | 6 | 0 | 6 | 8 | -2.4
CCOC(=O)c1ccc2nc(CCC(=O)N[C@H](C(=O)OC)C(C)C)c(=O)n(CC)c2c1 | -7 | -5 | -2 | 3 | -4 | 6 | -25 | -4 | -0.4
CCOC(=O)N1CCN(S(=O)(=O)c2ccc(F)c(C(=O)Nc3ccc(C)c(Cl)c3)c2)CC1 | 4 | 3 | -5 | -18 | 14 | 4 | 3 | 9 | -0.1
C/C(=N\Nc1nc2ccccc2[nH]1)c1ccc(N2CCOCC2)cc1 | 13 | -15 | 12 | -88 | 2 | -51 | -24 | -9 | 5.4
c1cc(-c2nnn(CCOCCn3nnc(-c4ccncc4)n3)n2)ccn1 | 8 | 6 | -6 | -3 | 0 | 21 | 3 | -3 | -1.2
Cc1ccc(C(=O)OCC(=O)Nc2sc3c(c2C#N)CCC3)cc1 | 10 | -3 | -2 | -14 | -4 | -14 | 0 | -1 | 1.3
CN=c1scc(-c2ccccc2F)n1/N=C/c1ccc(O)c(O)c1O | nt | -3 | nt | nt | 15 | nt | -30 | 7 | nt
O=C(CCCc1c[nH]c2ccccc12)NCc1ccc2c(c1)OCO2 | 33 | -1 | 0 | 0 | 0 | 11 | 4 | 6 | -1.6
CCCCN(C(=O)c1ccc([N+](=O)[O-])o1)c1c(N)n(CCCC)c(=O)[nH]c1=O | 8 | -20 | 1 | 31 | -2 | 6 | 0 | 7 | -1.0
CC(C)C(=O)Nc1cccc(NC(=O)c2cccc([N+](=O)[O-])c2)c1 | -4 | 10 | 0 | 10 | 2 | 12 | 9 | -3 | -0.1
COC(=O)c1sccc1NC(=O)c1ccccc1[N+](=O)[O-] | 12 | -2 | -2 | 17 | 9 | 3 | 2 | -1 | -1.8
